# Assay outcomes deposited in PubChem BioAssay by National Center for Advancing Translational Sciences (NCATS).
# S-ASM inh – Inhibitors of Secretory Acid Sphingomyelinase (S-ASM): qHTS | placental ASM, HMU-PC fluorogenic substrate, 60 min | Potency, µM (doses to about 57.5 µM), for the others: at the highest dose activity change, negative = inhibition, most hits filed as inhibitors | 340,000 compounds, 0.006% hits | AID 504937, 2011; note: potency is the fitted concentration of half-maximal effect
#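 Steps: dispense placental human ASM, pin compound, wait 10 min at room temperature, add HMU-PC0 substrate at 9 uM final, incubate 60 min at 37 °C, add stop solution raising pH to 10, read fluorescence.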
# GALK inhibitor – qHTS Assay for Inhibitors of Human Galactokinase (GALK). P51570. Purified GALK, Kinase-Glo residual ATP luminescence. Potency, µM (doses to about 57.5 µM), for inactives: at the top dose activity change, negative = inhibition, hits mostly inhibitors. 270,000 compounds, 0.007% hits; note: potency is the fitted concentration of half-maximal effect; % is set by controls: 0 for no effect and ±100 for the full control effect
#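 Kinase-Glo Plus luminescence measured ATP left after a 1 h room-temperature reaction. The reaction used 5 nM GALK, 100 uM galactose and 35 uM ATP at pH 8.0 (20 mM HEPES, 5 mM MgCl2, 60 mM NaCl, 1 mM DTT, 0.01% BSA).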
# Mito fusion yeast – qHTS Assay for Small Molecule Inhibitors of Mitochondrial Division or Activators of Mitochondrial Fusion; S. cerevisiae fusion-defective mutant growth rescue, CellTiterGlo 48 h; Potency, µM (doses to about 46.1 µM), for the others: at the highest dose growth rescue (activation), most hits filed as activators; 320,000 compounds, 0.23% hits;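 note: potency is the fitted concentration of half-maximal effect; % of control where 0% means no effect; nearly all actives have a fitted effect of over 45% in size; temperature-sensitive fusion mutants such as fzo1-1 at 37 °C on non-fermentable ethanol glycerol medium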
#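 Temperature-sensitive fusion-defective S. cerevisiae (e.g. fzo1-1, mgm1-5) were grown with compound in YPEG medium (3% ethanol, 3% glycerol) for 48 hours at 37C. Growth rescue was measured as viability by CellTiterGlo luminescence after 10 minutes at ambient.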
# Eya2 inh – qHTS Assay for Inhibitors of the Phosphatase Activity of Eya2. Protein phosphatase EYA2 (Homo sapiens), O00167. recombinant Eya2, OMFP fluorescence dephosphorylation (OMFP is methylfluorescein phosphate). Potency, µM (highest dose often 76.9 µM), inactives show at the top dose activity, negative = inhibition, most hits filed as inhibitors. 330,000 compounds, 0.006% hits. AID 488837, 2010; note: potency is the fitted concentration of half-maximal effect; % is set by controls: 0 for no effect and ±100 for the full control effect
#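 Eya2 protein (added as 0.2 uM solution) was preincubated with compound for 10 min at ambient temperature in 50 mM HEPES pH 7.5, 50 mM NaCl, 5 uM MgCl2, 0.05% BSA, 1 mM DTT. OMFP (added at 50 uM) then reacted 10 min; fluorescence read at 485/525 nm.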
# MBNL1-CUG inh – qHTS Assay for Inhibitors of MBNL1-poly(CUG) RNA binding. TR-FRET MBNL1-His/biotin-(CUG)12 binding, 665/545 ratio. Potency, µM (titrated, usually from 57.5 µM), without a hit: top-dose activity change, negative = inhibition, actives largely listed as inhibitors. 280,000 compounds, 0.036% hits. AID 2675, 2010; active = well fitted inhibition curve with a large enough effect in the signal ratio, with a control signal flat, not every such curve was filed as active; inconclusive = small, poorly fitted or top-dose-only effect, or effect the other way, or a change in a side signal; inactive = no such curve, though single readings can be large or run the other way; the % refers to the signal ratio; note: potency is the fitted concentration of half-maximal effect; % is set by controls: 0 for no effect and ±100 for the full control effect
# Target sequence (Q9NR56 whole entry, looked up): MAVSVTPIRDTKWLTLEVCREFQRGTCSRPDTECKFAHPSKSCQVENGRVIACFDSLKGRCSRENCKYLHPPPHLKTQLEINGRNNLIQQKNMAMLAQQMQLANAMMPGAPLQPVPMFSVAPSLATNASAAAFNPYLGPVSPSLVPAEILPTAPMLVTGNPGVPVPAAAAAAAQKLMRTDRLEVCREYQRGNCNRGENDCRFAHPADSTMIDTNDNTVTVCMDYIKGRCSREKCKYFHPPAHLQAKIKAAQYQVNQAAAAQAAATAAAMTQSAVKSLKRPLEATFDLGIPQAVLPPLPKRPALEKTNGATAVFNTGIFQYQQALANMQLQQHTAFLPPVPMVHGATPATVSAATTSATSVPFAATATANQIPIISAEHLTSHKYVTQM
#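 His-tagged MBNL1 binding to biotinylated (CUG)12 RNA was measured by TR-FRET using terbium anti-His antibody (0.055 ng/ul final) and streptavidin-XL665 (5 nM final). Compounds were titrated 92 nM to 58 uM; 60 min at room temperature.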
# PKM2 activator – qHTS Assay for Activators of Human Muscle isoform 2 Pyruvate Kinase; Potency, µM (series often up to 57.5 µM), inactives show at the highest dose activation, usual class: activators; AID 1631, 2009; purified PKM2, Kinase-Glo ATP luminescence, activation; response scale: 0% is enzyme alone, no compound; Pyruvate kinase PKM (Homo sapiens), P14618; 260,000 compounds, 0.34% hits; note: potency is the fitted concentration of half-maximal effect; % is set by controls: 0 for no effect and ±100 for the full control effect; nearly all actives have a fitted effect of over 55% in size
#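 ATP formation by purified human PK-M2, quantified via coupled luciferase luminescence after 1 h at room temperature with 0.1 mM ADP and 0.5 mM PEP final.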
# Menin-MLL TR inh – qHTS Assay for Inhibitors Targeting the Menin-MLL Interaction in MLL Related Leukemias: Competition With Texas Red Labeled MLL-derived Mutant Peptide; Menin + Texas Red MLL mutant peptide, fluorescence polarization; AID 1768, 2009; 270,000 compounds, 0.23% hits; Potency, µM (highest dose often 61.6 µM), without a hit: at the highest dose FP activity change, negative = inhibition, actives largely listed as inhibitors; active = well fitted inhibition curve with a large enough effect in the polarisation, with a control signal flat, not every such curve was filed as active; inconclusive = small, poorly fitted or top-dose-only effect, or effect the other way, or a change in a side signal; inactive = no such curve, though single readings can be large or run the other way; the % refers to the polarisation; note: potency is the fitted concentration of half-maximal effect; % of control where 0% means no effect; many of its hits are not listed in these tables
# Target sequence (O00255 whole entry, looked up): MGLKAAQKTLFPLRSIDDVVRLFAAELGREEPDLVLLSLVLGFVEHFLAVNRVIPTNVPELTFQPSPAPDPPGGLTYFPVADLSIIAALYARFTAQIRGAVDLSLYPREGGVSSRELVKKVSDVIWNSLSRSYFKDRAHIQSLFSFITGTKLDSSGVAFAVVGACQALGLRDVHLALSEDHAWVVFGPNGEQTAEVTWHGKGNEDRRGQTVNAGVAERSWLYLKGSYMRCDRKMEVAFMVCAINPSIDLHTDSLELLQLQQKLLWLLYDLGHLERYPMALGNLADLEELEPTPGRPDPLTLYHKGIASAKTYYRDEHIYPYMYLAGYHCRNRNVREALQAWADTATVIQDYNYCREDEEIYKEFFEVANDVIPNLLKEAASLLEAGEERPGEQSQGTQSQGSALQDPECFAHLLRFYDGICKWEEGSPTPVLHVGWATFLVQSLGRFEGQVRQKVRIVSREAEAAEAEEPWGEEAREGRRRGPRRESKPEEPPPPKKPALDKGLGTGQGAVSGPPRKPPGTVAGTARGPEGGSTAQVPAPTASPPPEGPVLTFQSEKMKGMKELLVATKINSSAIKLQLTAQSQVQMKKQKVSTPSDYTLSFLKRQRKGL
# USP2a inh – qHTS Assay for Inhibitors of Ubiquitin-specific Protease USP2a Using CHOP2 as the Reporter. USP2 core, Ub-CHOP2 coupled fluorogenic reporter, 485/531. 330,000 compounds, 0.01% hits. Potency, µM (titrated, usually from 38.3 µM), inactives show at the highest dose activity change, negative = inhibition, hits mostly inhibitors. AID 463254, 2010;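 note: potency is the fitted concentration of half-maximal effect; plate controls were DMSO wells for no effect and full inhibition by NEM control for full effect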
#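 USP2 core (10nM final) preincubated 30min RT with compound in 20mM Tris-HCl pH 8.0, 2mM CaCl2, 2mM beta-mercaptoethanol, 0.05% CHAPS; 25nM Ub-CHOP2 plus 25nM reporter substrate added, fluorescence (Ex485/Em531) read after 60min.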
# BCR signal inh – qHTS Assay to Find Inhibitors of Chronic Active B-Cell Receptor Signaling; ABC-DLBCL IkBa-CBG/CBR reporter, luminescence ratio, 4 h; Potency, µM (highest dose often 46.1 µM), for the others: at the top dose ratio change, negative = lower green/red ratio, actives largely listed as inhibitors; 340,000 compounds, 0.05% hits; active = well fitted inhibition curve with a large enough effect in the signal ratio, with a control signal flat, not every such curve was filed as active; inconclusive = small, poorly fitted or top-dose-only effect, or effect the other way, or a change in a side signal; the % refers to the signal ratio;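 note: potency is the fitted concentration of half-maximal effect; plate controls were basal doxycycline-induced cells for no effect and cells given 10 µM MG132 for full effect; MG132 reads +100%, hits lower the ratio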
#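 Concentration-response series (up to 46 uM) were applied to TMD8 dual-reporter cells for 4 h at 37C with doxycycline. Green/red ratio, after filter-overlap correction, defined %Activity; red signal alone was normalised to basal cells and zero luminescence.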
# KCNH2 WT inh – qHTS for Inhibitors of KCHN2 3.1: Wildtype qHTS; U2OS, BacMam KCNH2, thallium flux FluxOr; hits give low values; AID 720551, 2013; Voltage-gated inwardly rectifying potassium channel KCNH2 (Homo sapiens), Q12809; activity change, % at 1.84 µM; 340,000 compounds, 0.37% hits;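 active = maximum activity change below -70%; inconclusive = maximum activity change between -70% and -50%; inactive = maximum activity change above -50%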; note: % is set by controls: 0 for no effect and ±100 for the full control effect
#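 U2OS cells were transduced with wild-type KCNH2 virus (2.03 x 10^8 / mL) for 4 h at room temperature, then cultured overnight at 37 C. Thallium flux was read with FluxOr dye. Rate constants were normalized to DMSO controls.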
# TSHR antag – Antagonists of the Thyroid Stimulating Hormone Receptor: HTS campaign; Thyrotropin receptor (Homo sapiens), P16473; TSHR-expressing cells, TSH-stimulated cAMP HTRF, 2 h; hits give low values; activity change, negative = inhibition, % at 11.5 µM; 330,000 compounds, 0.2% hits; AID 504810, 2011;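 active = activity change below a set negative limit, meaning inhibition stronger than a set level, cut at about -70% in these data; inconclusive = activity change between two set negative limits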; note: % is set by controls: 0 for no effect and ±100 for the full control effect
#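 Inhibition of cAMP made by TSHR-expressing cells under TSH stimulation (4nM final, EC80; 2 h, 37 deg C) is quantified with a one-step lysis HTRF kit, anti-cAMP cryptate versus cAMP-d2.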
# Active calls of the source: *; i = inactive; ? = inconclusive; nt = no result given; [ ] = dose if it differs, or a comment. Unless noted, calls come from the whole dose curve; as a rule, active = well fitted curve in the direction sought with a large enough effect; inconclusive = small, poorly fitted or top-dose-only effect, or another doubt; inactive = no such curve, though single readings can be large; an effect the other way counts as inactive or inconclusive.
Compound	Eya2 inh	GALK inhibitor	BCR signal inh	Mito fusion yeast	MBNL1-CUG inh	Menin-MLL TR inh	TSHR antag	PKM2 activator	KCNH2 WT inh	USP2a inh	S-ASM inh
CCOC(=O)Cn1nc(C)n(-c2cccc(Cl)c2)c1=O	-1%	4%	-4%	-1%	-2%	1%	19	-1%	0	4%	-1%
CCc1nc(NCCC(C)C)c2nnn(Cc3ccccc3)c2n1	4%	0%	?	-1%	5%	0%	-5	6%[11.5 µM]	-4	9%	-2%
CN1C(C(=O)Nc2ccc(F)cc2F)=CC(c2ccco2)=NS1(=O)=O	12%	nt	-7%	5%	?	8%	-9	-10%	25	2%	-3%
CCn1c(SCC(=O)NCC(=O)Nc2ccc(F)cc2)nnc1-c1ccncc1	9%	3%	-4%	2%	3%	1%	9	4%	-1	1%	4%
Cc1ccc(S(=O)(=O)N(CC2CO2)c2ccccc2[N+](=O)[O-])cc1 (stereo not drawn)	-5%	4%	6%	-2%	13%	0%	2	4%	-4	1%	-2%
COc1ccccc1-n1c(N)c(C(N)=O)sc1=S	12%	-3%	-15%	5%	?	nt	40	-13%	3	0%	-1%
Cc1nn(-c2ccccc2)c2sc(C(=O)NNC(=O)COc3ccccc3)cc12	-3%	2%	10%	12%	6%	?	-10	0%	-13	3%	-6%
COc1ccc(OC)c(NC(=O)CC(NCCC2=CCCCC2)C(=O)O)c1 (stereo not drawn)	-2%	-3%	1%	6%	-7%	-14%	13	-8%	nt	1%	nt
Cc1c(C)c(C)c(S(=O)(=O)NCCc2ccncc2)c(C)c1C	3%	nt	-3%	-5%	-7%	-11%	7	nt	-6	1%	-2%
Nc1ncnc2c1ncn2[C@@H]1O[C@H](CNC(=O)[C@@H](N)COCc2ccccc2)[C@@H](O)[C@H]1O	6%	nt	?	nt	nt	nt	29	nt	-4	-1%	2%
COc1ccc(/C=C(\NC(=O)c2ccc([N+](=O)[O-])cc2)C(=O)NCCCn2ccnc2)cc1	3%	-2%	4%	0%	?	22%	-9	2%	-111*	3%	-1%
CCn1c(COc2ccc(C)cc2)nnc1SCC(=O)NCc1ccco1	-1%	1%	-1%	0%	-6%	2%	3	-2%	i	2%	5%
O=C(CNS(=O)(=O)c1ccc2ccccc2c1)Nc1ccc(F)c(F)c1F	15%	nt	-3%	1%	nt	nt	0	nt	-11	2%	-3%
COc1ccc(C2Oc3ccccc3N2C(C)=O)cc1 (stereo not drawn)	11%	-1%	?	-1%	6%	-1%	3	1%	0	1%	-2%
N=c1c(S(=O)(=O)c2ccc(Br)cc2)cc2c(=O)n3ccccc3nc2n1Cc1ccco1	3%	-1%	0%	-2%	14%	?	-6	4%[0.46 µM]	-3	-1%	5%
COc1cccc(CC(=O)N2CCC(n3nccc3NC(=O)C3CC3)CC2)c1	11%	-1%	-1%	-1%	6%	nt	6	-4%	-7	-1%	-1%
Cn1cc(CN2CCC(C(O)c3cccs3)CC2)c(-c2cccc(Cl)c2)n1 (stereo not drawn)	4%	7%	1%	-11%	6%	-19%	7	2%	30	-1%	1%
CCc1ccc(OC(=O)Cc2ccc(OC)c(S(=O)(=O)N3CCOCC3)c2)cc1	-4%	nt	0%	-1%	nt	nt	-10	nt	4	-6%	-3%
COc1ccc(NC(=O)N2CCC(c3ccccc3)C2)c(OC)c1 (stereo not drawn)	-20%	1%	16%	2%	4%	-6%[11.7 µM]	3	-11%	-11	0%	2%
COc1cccc(C(=O)NC2CCCc3c2cnn3-c2ccc(C)c(C)c2)c1OC (stereo not drawn)	3%	-5%	?	-3%	0%	nt	-13	nt	-2	3%	1%
O=C(Nc1cccc(NC(=O)c2nccc3ccccc23)c1)c1ccco1	0%	3%	?	?	?	?	-15	11%	-12	-5%	-7%
O=C(COc1ccccc1F)Nc1cc(S(=O)(=O)N2CCOCC2)ccc1N1CCOCC1	1%	-1%	0%	6%	-6%	-12%	4	3%	-9	3%	0%
O=c1cc(Cl)[nH]c(=O)n1Cc1ccccc1	15%	-3%	-1%	11%	10%	4%	-5	nt	3	1%	6%
O=C(Nc1ccc(N2CCOCC2)cc1)c1cccc(-n2cnnc2)c1	5%	-1%	-12%	-5%	-9%	nt	-9	nt	3	-1%	8%
CC1CC(C)(C)NC(=S)N1CCC(=O)N1CCN(Cc2ccccc2)CC1 (stereo not drawn)	-7%	11%	2%	2%	-9%	-8%	6	nt	-14	4%	-1%
CN(C)c1ccc(NC(=S)N(CCc2ccccc2)C2CC(=O)N(c3c(Cl)cccc3Cl)C2=O)cc1 (stereo not drawn)	-15%	1%	23%	1%	7%	14%	1	-1%	1	-4%	-1%
CSCCC(NC(=O)OC(C)(C)C)C(=O)Oc1ccc2c(=O)c(-c3ccc4c(c3)OCCO4)coc2c1 (stereo not drawn)	-17%	2%	?	3%	5%	1%	-10	-6%	1	0%	5%
CCOC(=O)C1=C(COC(=O)c2ccc(OC(C)C)cc2)NC(=O)NC1C (stereo not drawn)	-1%	nt	-23%	8%	nt	nt	-9	nt	-2	-2%	nt
CC(NC(=O)c1ccccc1F)c1nnc(SCC(=O)Nc2nnc(C3CC3)s2)n1C (stereo not drawn)	-3%	nt	-2%	-3%	nt	nt	6	nt	-6	-1%	0%
Cc1ccc(N2C(=O)C(Cl)=C(N3CCCCCC3)C2=O)c(C)c1	-18%	4%	3%	25%	?	?	-16	nt	-7	5%	-7%
O=C(COC(=O)C1=COCCO1)Nc1ncc(Cl)cc1Cl	-28%	nt	?	1%	nt	nt	-7	nt	0	3%	2%
CC(C)Oc1cc(NC(=O)CSCC(=O)Nc2cccc(C(F)(F)F)c2)c(Cl)cc1Cl	5%	4%	10%	-12%	9%	61%[activator]	16	8%	3	-7%	-13%
O=C(NCCN1CCN(Cc2ccccc2)CC1)c1cc2c(=O)[nH]c3ccccc3c2s1	1%	0%	-4%	0%	11%	-1%	5	-3%	-9	2%	-1%
CN(C)/C=C/C(=O)c1cnc(-c2ccccc2)s1	13%	16%	?	-1%	?	14%	-2	nt	-6	0%	-2%
Cc1ccc(C)c(OCC(=O)O/N=C(\N)c2cccnc2)c1	3%	-2%	-3%	2%	-14%	nt	-29	-4%	28	-1%	-2%
CCOC(=O)C1CCN(C(=O)CN(c2cc(OC)ccc2OC)S(=O)(=O)c2ccccc2)CC1	-3%	8%	5%	0%	4%	1%	-1	1%	-26	-1%	3%
COc1ccc(C2c3cc(OC)c(OC)cc3CCN2C(=O)c2ccccc2)cc1OC (stereo not drawn)	-2%	4%	0%	0%	-6%	?	-3	-5%	35	2%	-3%
CN1CCN(CCCNC(=O)Cn2ncc3c4ccccc4n(C)c3c2=O)CC1	-8%	0%	1%	-9%	-8%	-4%	-7	-2%	-2	-3%	4%
CCC(=O)N(C)CCc1cc2c(c(OC)c1/C=N/NC(=O)c1ccccc1O)OCO2	8%	0%	?	-2%	2%	-15%	-11	7%	2	3%	3%
CCOC(=O)c1nnc(-c2ccc(C)cc2)nc1Sc1ccccc1Cl	-24%	0%	?	2%	-6%	-2%	-11	-4%	-4	2%	-25%

# This is a subset, so the mix of outcomes need not match the whole.
